# TCR activator – activates T cell receptor signaling; primary human leukocytes, anti-CD3, IL-2 HTRF, 48 h; Potency, µM (titrated, usually from 9.22 µM), without a hit: at the highest dose activation of IL-2 secretion, usual class: activators; 330,000 tested, under 10 active; AID 504894; further: % of control where 0% means no effect
#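 TCR engagement came from a-CD3 beads alone, with compounds added to primary human leukocytes for 48 hr. Secreted IL-2 bridged europium cryptate- and d2-labelled anti-IL-2 antibodies, giving FRET emission at 665nm after 320nm excitation.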
# a7 integrin act – integrin-mediated muscular dystrophy alleviation activation; Potency, µM (top dose mostly 38.3 µM), for the others: top-dose activation, hits mostly activators; alpha7betagal myoblasts, beta-gal FDG fluorescence, 48 h; hit rate 0.064% among 350,000;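 further: potency means the concentration at half of the fitted maximal effect; 100% = response of the positive control SU9516; nearly all actives have a fitted effect of over 60% in size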
#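 Alpha7betagal+/- myoblasts (passage 13) were plated 16-24 hr, then exposed to compounds (1:260 dilution of DMSO stock) for 48 hours at 37C. After MPER lysis, β-galactosidase reporter activity was read as FDG fluorescence (ex 480/em 540) after 30 minutes.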
# Eya2 phos inh – blocks the phosphatase activity of human Eya2 | O00167 | recombinant Eya2, OMFP fluorescence dephosphorylation (OMFP is methylfluorescein phosphate) | hit rate 0.006% among 330,000 | Potency, µM (titrated, usually from 76.9 µM), for the others: top-dose activity, negative = inhibition, usual class: inhibitors; further: potency means the concentration at half of the fitted maximal effect; on the % scale 0 is the no-effect control and ±100 the full control effect
# Target sequence (O00167 whole entry, looked up): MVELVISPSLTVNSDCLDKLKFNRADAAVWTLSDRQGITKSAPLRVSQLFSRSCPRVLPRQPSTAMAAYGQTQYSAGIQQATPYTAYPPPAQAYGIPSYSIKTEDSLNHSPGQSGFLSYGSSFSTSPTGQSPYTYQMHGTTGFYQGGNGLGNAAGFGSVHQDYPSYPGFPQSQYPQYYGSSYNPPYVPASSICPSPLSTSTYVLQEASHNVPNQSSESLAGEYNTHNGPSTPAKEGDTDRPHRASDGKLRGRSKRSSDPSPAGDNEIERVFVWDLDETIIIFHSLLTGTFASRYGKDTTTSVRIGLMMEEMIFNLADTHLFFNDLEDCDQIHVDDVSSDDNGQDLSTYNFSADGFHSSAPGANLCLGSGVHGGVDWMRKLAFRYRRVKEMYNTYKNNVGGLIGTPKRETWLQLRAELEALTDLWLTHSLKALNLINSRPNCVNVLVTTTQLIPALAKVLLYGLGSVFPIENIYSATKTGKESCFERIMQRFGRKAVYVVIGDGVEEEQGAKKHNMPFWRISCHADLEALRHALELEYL
#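 Eya2 (0.2 uM) preincubated 10 min at ambient with compound, then OMFP substrate added at 50 uM; 10 min reaction in 50 mM HEPES pH 7.5, 50 mM NaCl, 5 uM MgCl2, 0.05% BSA, 1 mM DTT. Fluorescence read at Ex 485/Em 525 nm.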
# Tb PFK block – inhibitors of T. brucei phosphofructokinase; Potency, µM (doses to about 57.5 µM), without a hit: at the highest dose activity, negative = inhibition, actives largely listed as inhibitors; T. brucei PFK, ADP-Glo luminescence; O15648; hit rate 0.17% among 330,000; AID 485367;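 further: potency means the concentration at half of the fitted maximal effect; 0% = uninhibited 1x PFK enzyme wells and -100% = no-enzyme wells; nearly all actives have a fitted effect of over 60% in size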
# Target sequence (O15648 whole entry, looked up): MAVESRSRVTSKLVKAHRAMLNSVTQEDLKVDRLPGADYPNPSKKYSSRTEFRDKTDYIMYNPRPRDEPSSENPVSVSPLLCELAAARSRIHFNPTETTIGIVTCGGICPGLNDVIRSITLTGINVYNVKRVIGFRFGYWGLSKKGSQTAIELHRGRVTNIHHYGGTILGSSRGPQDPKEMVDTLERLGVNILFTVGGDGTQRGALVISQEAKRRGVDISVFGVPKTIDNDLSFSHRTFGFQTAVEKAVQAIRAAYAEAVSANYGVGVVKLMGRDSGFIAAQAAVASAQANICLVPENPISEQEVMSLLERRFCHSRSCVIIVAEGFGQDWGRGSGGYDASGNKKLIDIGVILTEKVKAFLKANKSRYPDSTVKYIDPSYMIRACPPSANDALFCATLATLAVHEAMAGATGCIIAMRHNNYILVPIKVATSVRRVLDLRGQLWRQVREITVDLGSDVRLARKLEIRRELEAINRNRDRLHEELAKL
#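 In TEA buffer at pH 8.0 with 5 mM MgCl2, enzyme (1.25 nM) converted F6P (0.5 mM) and ATP (0.1 mM) for 45 min at room temperature. ADP product was read by luciferase luminescence.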
# TSHR antagonist – antagonists of human thyroid stimulating hormone receptor; P16473; TSHR-expressing cells, TSH-stimulated cAMP HTRF, 2 h; hits give low values; activity change, negative = inhibition, % at 11.5 µM; hit rate 0.2% among 330,000; AID 504810;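 active means activity change below a set negative limit, meaning inhibition stronger than a set level, cut at about -70% in these data; inconclusive means activity change between two set negative limits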; further: on the % scale 0 is the no-effect control and ±100 the full control effect
#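 TSHR-expressing cells, 200/well, pre-treated with compound, then stimulated with EC80 TSH (4nM final) for 2 hours at 37 deg C. cAMP measured by competitive HTRF: anti-cAMP cryptate antibody in lysis buffer plus cAMP-d2, read after 30 minutes at room temperature.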
# ASM inhibitor – human S-ASM enzyme inhibition; P17405; placental ASM, HMU-PC fluorogenic substrate, 60 min; Potency, µM (highest dose often 57.5 µM), without a hit: at the top dose activity change, negative = inhibition, hits mostly inhibitors; hit rate 0.006% among 340,000; AID 504937; further: potency means the concentration at half of the fitted maximal effect
#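 Human placenta-derived ASM preincubated with compound 10 min at room temperature, then reacted with 9 uM (final) fluorogenic HMU-PC substrate for 60 min at 37 C. Stop solution raises pH to 10; fluorescence read at Ex 386/Em 447 nm.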
# AT treatment – potential ataxia-telangiectasia treatments restoring KAP-1 phosphorylation | hit rate 0.19% among 320,000 | AID 485349 | Potency, µM (highest dose often 57.5 µM), for the others: top-dose activation, most hits filed as activators | […] A-T fibroblasts, KAP-1 phosphorylation AlphaLISA; neocarzinostatin DNA damage 30 min before lysis; further: potency means the concentration at half of the fitted maximal effect; % of control where 0% means no effect; nearly all actives have a fitted effect of over 45% in size
#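 hTERT-immortalized A-T patient fibroblasts ([…]), 500 cells/well in OPTI-MEM, 1% FBS, got compounds for 60 min, then NCS for 30 min at 37C. Lysates were then assayed for phospho-KAP-1 by AlphaLISA (anti-pKAP1 donor, anti-KAP1 acceptor beads), 6 hr at 25C.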
# Mito fusion act – mitochondrial division inhibition or fusion activation. hit rate 0.23% among 320,000. Potency, µM (top dose mostly 46.1 µM), inactives show at the highest dose growth rescue (activation), usual class: activators. S. cerevisiae fusion-defective mutant growth rescue, CellTiterGlo 48 h;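 further: potency means the concentration at half of the fitted maximal effect; % of control where 0% means no effect; nearly all actives have a fitted effect of over 45% in size; temperature-sensitive fusion mutants such as fzo1-1 at 37 °C on non-fermentable ethanol glycerol medium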
#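 S. cerevisiae fusion-defective temperature-sensitive mutants (e.g. fzo1-1, mgm1-5) grown 48 h at 37C in YPEG (ethanol/glycerol non-fermentable) medium with 23 nl compound per well; growth rescue read as CellTiterGlo luminescence.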
# Chronic BCR inh – blocks chronic active B-cell receptor signaling | ABC-DLBCL IkBa-CBG/CBR reporter, luminescence ratio, 4 h | Potency, µM (series often up to 46.1 µM), for the others: at the top dose ratio change, negative = lower green/red ratio, hits mostly inhibitors | hit rate 0.05% among 340,000; active means well fitted inhibition curve with a large enough effect in the signal ratio, with a control signal flat, not every such curve was filed as active; inconclusive means small, poorly fitted or top-dose-only effect, or effect the other way, or a change in a side signal; the % refers to the signal ratio;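 further: potency means the concentration at half of the fitted maximal effect; plate controls were basal doxycycline-induced cells for no effect and cells given 10 µM MG132 for full effect; MG132 reads +100%, hits lower the ratio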
#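 TMD8 human ABC-DLBCL cells with doxycycline-inducible IκBα–green luciferase fusion and unfused red luciferase, in 0.5% FBS medium; compounds up to 46 uM, 4 h at 37C. Green/red luminescence ratio, filter-overlap corrected, fitted to concentration-response curves.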
# ELG1 DNA repair – blocks ELG1-dependent DNA repair in HEK293T cells; hit rate 2.3% among 330,000; Potency, µM (top dose mostly 46.1 µM), for inactives: at the top dose activity change, negative = inhibition, hits mostly inhibitors; HEK293T ELG1-luciferase reporter, luminescence, 16 h; DNA damage induced by 5-fluorouridine; further: potency means the concentration at half of the fitted maximal effect; on the % scale 0 is the no-effect control and ±100 the full control effect; nearly all actives have a fitted effect of over 55% in size
#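 DMSO vehicle served as the neutral condition. Each well held 2,000 cells given 5-fluorouridine plus compound; after 16 hr at 37 °C/5% CO2, ONE-Glo was added and luciferase measured 30 min later.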
# TSG101-PTAP inh – blocks PTAP/TSG101 interaction to inhibit HIV-1 budding | 340,000 tested, under 10 active | Potency, µM (highest dose often 115 µM), without a hit: at the highest dose activity change, negative = inhibition, most hits filed as inhibitors | AID 493005 | Fluorescence polarization, FITC-PTAP peptide / Tsg101 binding; active means well fitted inhibition curve with a large enough effect in the main read-out, with a control signal flat, not every such curve was filed as active; inconclusive means small, poorly fitted or top-dose-only effect, or effect the other way, or a change in a side signal; inactive means no such curve, though single readings can be large or run the other way; further: potency means the concentration at half of the fitted maximal effect; % of control where 0% means no effect
#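 Steps: Tsg101 binding domain dispensed (10 uM final), compounds pinned in DMSO, FITC-labeled PTAP-motif peptide added (50 nM final); after 20 min binding at room temperature, polarization measured.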
# An asterisk follows results filed as active; ? = inconclusive; . = no result given; [ ] = dose if it differs, or a comment. Unless noted, the call rests on the fitted dose curve; in most records, active means well fitted curve in the direction sought with a large enough effect; inconclusive means small, poorly fitted or top-dose-only effect, or another doubt; inactive means no such curve, though single readings can be large; an effect the other way counts as inactive or inconclusive.
SMILES	Mito fusion act	TSG101-PTAP inh	Eya2 phos inh	AT treatment	Tb PFK block	ASM inhibitor	TCR activator	a7 integrin act	Chronic BCR inh	TSHR antagonist	ELG1 DNA repair
O=P(c1ccccc1)(c1ccccc1)c1cc(S(=O)(=O)O)ccc1O	-54%[inhibitor]	-6%	3%	11%	-19%	0%	7%	19%	2%	2	7%
O=C(Cc1n[nH]c(=O)c2ccccc12)OCC(=O)c1ccc(F)cc1	-7%	-6%	-26%	10%	-6%	-2%	8%	?	-8%	3	-4%
CN(CC(=O)Nc1c(Cl)cccc1Cl)C(=O)CNC(=O)C1CCCCC1	3%	1%	7%	4%	4%	0%	4%	-2%	0%	-31	-11%
CC[n+]1cc(-c2ccccc2)nc(N2CCOCC2)n1	-15%	-9%	-2%	-4%	2%	-6%	-9%	-2%	-2%	-5	0%
COc1ccc(-n2nc3cc(C)c(NC(=O)C(C)C)cc3n2)cc1	2%	.	-4%	7%	-2%	.	.	.	2%	12	?
CCOc1c(Br)cc(/C=C(\C#N)C(=O)NC2CC2)cc1OC	6%	-4%	3%	-6%	2%	-1%	-1%	-20%	3%	1	0%
CC1C(c2ccccc2)=[N+]([O-])C2(CCCCC2)N1O (configuration not stated)	-1%	-1%	11%	-4%	-4%	-5%	7%	4%	-2%	0	18%
COc1ccc([N+](=O)[O-])cc1NC(=O)CSCc1cc(C)cc(C)c1	16%	-1%	-2%	6%	2%	-1%	-1%[46.1 µM]	-22%	10%	21	-10%
O=C(/C=C/c1ccco1)Nc1ccccc1N1CCOCC1	1%	-1%	5%	-2%	-1%	2%	-1%[46.1 µM]	-5%	?	0	-6%
CC(=O)c1ccc(N2CCN(c3ncccn3)CC2)cc1	25µM*	-4%	-16%	6%	-5%	0%	-4%	3%	7%	8	?
C/C(=C\c1ccc(F)cc1)C(=O)c1c(C)cc(C)[nH]c1=O	7%	-1%	12%	-6%	-7%	-1%	-2%	8%	-2%	0	?
C=CCNC(=O)C(=O)NCC(c1ccc2c(c1)OCO2)N1CCN(c2ccc(F)cc2)CC1 (configuration not stated)	8%	-10%	-27%	6%	2%	-2%	-8%	-6%	?	-8	-8%
O=C(CCN1CCOCC1)N1c2ccccc2Sc2ccc(Cl)cc21	9%	-2%	-16%	-7%	6%	5%	-6%	4%	-6%	-1	11%
CCOC(=O)N1CCC(N2C(=O)c3ccc(C(=O)NCCOC)cc3C2=O)CC1	0%	0%	11%	-2%	-2%	0%	0%	34%	1%	2	16%
Nc1[nH]n2c(=O)c3c(nc2c1N=Nc1ccc(Cl)cc1)CCCC3	0%	-4%	3%	-12%	-2%	?	5%	16%	-9%	-6	-12%
CCOC(=O)CN1C(=O)C(O)(CC(=O)c2ccccn2)c2ccccc21 (configuration not stated)	-1%	-2%	14%	1%	-6%	0%	1%	-20%	-8%	-4	12%
COc1cccc(CN(C)C(=O)c2ccccc2SCC(=O)N2CCCC2)c1	0%	-1%	-26%	3%	4%	3%	2%	-14%	1%	-6	17%
C=CCn1c(=O)c2c(nc3n2CCS3)n(C)c1=O	-6%	-4%	-6%	-2%	-2%	2%	5%	22%	3%	21	0%
O=c1sc2ccccc2n1Cc1ccccc1	3%	1%	3%	7%	-2%	0%	-3%	0%	-1%	1	?
CCc1c(C)nc(SCc2cccnc2)[nH]c1=O	10%	-2%	12%	4%	11%	1%	-5%	6%	-1%	-6	29%
O=C(NCCc1ccccc1)C1CCC(CNc2nc(=S)[nH]c3ccccc23)CC1 (configuration not stated)	-1%	-5%	-7%	-1%	0%	3%	4%	9%	3%	7	?
CCc1nn(CC(=O)N2CCN(c3ccc(F)cc3)CC2)c(=O)c2cc3occc3n12	0%	-2%	1%	0%	-6%	-3%	-1%	-11%	0%	-8	2%
O=C(Nn1c(C2CCCCC2)nc2ccccc2c1=O)c1cc(Cl)ccc1[N+](=O)[O-]	-7%	1%	4%	-7%	3%	-4%	-2%[46.1 µM]	9%	0%	24	9%
C/C(=N\NC(=O)CNc1ccccc1Cl)C(C)(C)C	0%	-4%	-4%	-3%	-12%	2%	-3%	15%	-9%	0	?
COc1cc(CN2CCCCCC2)cc([N+](=O)[O-])c1O	1%	0%	8%	2%	0%	-2%	.	-14%	8%	-11	-16%
Cc1ccc(Cn2nc3c4cc(F)ccc4n(Cc4ccc(F)cc4)cc-3c2=O)cc1	-1%	-12%	11%	3%	-8%	6%	7%	6%	1%	-6	-7%
COc1cccc(NC(=O)COC(=O)c2c(C)noc2C)c1	1%	-7%	-13%	4%	-6%	4%	3%	1%	1%	-10	8%
COc1cc(-c2nnc(SCc3ccccc3Cl)o2)cc(OC)c1OC	24%	0%	8%	9%	-1%	-17%	-1%	10%	?	17	?
CCOC(=O)c1ccc(NC(=O)c2cccc(S(=O)(=O)N3CCOCC3)c2)cc1	-3%	-1%	-12%	13%	-2%	-7%	-2%	-7%	-3%	-26	23µM*
Cc1ccc(CSC2=NCCN2C(=O)C2CC2)cc1	-2%	-5%	-3%	-1%	18%	2%	-5%	1%	?	1	9%
CNC(=O)c1sccc1SCc1c(Cl)cccc1Cl	4%	-7%	-14%	-1%	2%	1%	-2%	0%	11%	1	-13%
O=C(Nc1ccccc1)C1=C[C@H](c2ccc(C(F)(F)F)cc2)C[C@H](OCc2ccc(CO)cc2)O1	-15%	-7%	-13%	-5%	1%	-24%	2%	-25%	-2%	0	0%
CCCCN(C(=S)NC(=O)c1ccccc1)c1c(N)n(Cc2ccccc2)c(=O)[nH]c1=O	-12%	-9%	8%	-5%	-2%	3%	-11%[46.1 µM]	-2%	-2%	27	21%
Cc1ccc(S(=O)(=O)N(CC(=O)N2CCC(C)CC2)Cc2ccccc2F)cc1	10%	-4%	-3%	4%	0%	-1%	1%	-7%	12%	-13	-3%
CC(=O)Nc1ccc(S(=O)(=O)N2CCC(Oc3ccc(-n4cnnn4)cc3)CC2)cc1	2%	-2%	3%	1%	2%	-5%	12%	-24%	1%	-15	-16%
CCCNC(=O)NC(=O)CN1C(=O)NC(C)(c2ccc3ccccc3c2)C1=O (configuration not stated)	-4%	-1%	5%	7%	0%	-1%	8%	-1%	-25%	3	-24%
COc1ccc(NC(=O)CC2C(=O)N(c3cccc(OC)c3)C(=O)N2Cc2ccco2)cc1 (configuration not stated)	-3%	0%	8%	4%	-4%	-9%	-14%	-5%	6%	12	-3%
Cc1cccnc1	-10%	0%	3%	3%	-3%	0%	0%	.	-8%	43	10%
COc1ccc(C(=O)Nc2ccccc2N2CCCC2)cc1S(=O)(=O)N1CCOCC1	-15%	-1%	-20%	1%	17%	4%	0%	17%	7%	-14	15%
O=C(COc1cc(Cl)c(Cl)cc1Cl)Nn1cnnc1	-3%	-8%	-27%	-1%	-4%	0%	-2%	-23%	-1%	-9	-2%
COc1ccc(-c2noc(CSc3nc(N)c(-c4ccccc4)c(=O)[nH]3)n2)cc1OC	0%	2%	2%	-1%	0%	-1%	5%	-20%	21µM*	8	-30%
CC(NC(=O)OC(C)(C)C)C(=O)NC(CCC(=O)OCc1ccccc1)C(N)=O (configuration not stated)	12%	-1%	15%	-3%	-5%	6%	1%	0%	-9%	-5	-9%
CCC(=O)Nc1ccc(/C(C)=N/NC(=O)c2c(Br)c(C)nn2C)cc1	2%	-3%	-1%	-2%	3%	2%	10%[46.1 µM]	10%	0%	-11	?
